GPR55 antagonists = GPR55 antagonists blocking LPI-driven arrestin recruitment, primary screen, imaging, U2OS, beta-arrestin-GFP, LPI agonist (AID 2013). G-protein coupled receptor 55 (Homo sapiens). U2OS GPR55 beta-arrestin-GFP translocation imaging, LPI antagonism; higher % means a stronger effect. inhibition, % at 10 µM, or IC50 in µM where a hit was titrated. actives 0.13% (n = 290,000);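 active = spots per cell inhibited over 60%, with over 100 cells counted and total cytoplasm intensity under 500,000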;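 note: U2OS cells stably carrying GPR55 and arrestin-GFP stimulated by 5 µM LPI near EC80; imaged beta-arrestin-GFP aggregate spots per cell after agonist stimulation; plate controls were LPI-stimulated DMSO wells for no effect and DMSO wells without LPI for full effect; some results filed as inactive read as strong as hits; confirmed hits need IC50 under 10 µM and bright autofluorescent wells are also inconclusive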
KOR beta-arrestin-1 = KOR antagonists, beta-arrestin recruitment, cell-based, luminescence, uHTS (AID 1778); Kappa-type opioid receptor (Homo sapiens); KOR beta-arrestin recruitment, luminescence, antagonist mode; higher % means a stronger effect; actives 0.091% (n = 290,000); one-dose inhibition, % at 10 µM; IC50 in µM for titrated hits; in the data active = inhibition above about 50%; note: strong numbers were not always called active
West Nile virus CPE = West Nile virus antiviral activity, cell-based, CPE readout (AID 1621). West Nile virus-infected cells, CPE inhibition; higher % means a stronger effect. one-dose CPE inhibition, % at 10 µM; IC50 in µM for titrated hits. actives 0.02% (n = 290,000); in the data active = a potency from the dose series; note: strong numbers were not always called active
HIV peptide binding = inhibitors of HIV fusion peptide binding, primary screen, biochemical, uHTS, fluorescence dequenching (AID 1986); cell-free peptide binding, fluorescence dequenching, 30 min; higher % means a stronger effect; one-dose inhibition, % at 20 µM; IC50 in µM for titrated hits; actives 0.3% (n = 290,000); in the data active = inhibition mostly above about 52%, no sharp cut-off; inactive = mostly below about 76%; note: some results filed as inactive read as strong as hits
GPR55 activation = GPR55 agonists via beta-arrestin recruitment, primary screen, imaging, U2OS cells, beta-arrestin-GFP redistribution (AID 1961); G-protein coupled receptor 55 (Homo sapiens); U2OS GPR55 beta-arrestin-GFP redistribution imaging; higher % means a stronger effect; activation, % at 10 µM; hits with a dose series show EC50 in µM; actives 0.048% (n = 290,000);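 active = activation above 40% with more than 50 cells counted in the well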;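 note: U2OS osteosarcoma cells stably expressing GPR55 and beta-arrestin-GFP; plate controls were DMSO negative control for no effect and LPI positive control for full effect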
NOD1 inhibition = NOD1 signaling inhibitors, primary screen, cell-based, luminescence, uHTS (AID 1578); NOD1-driven NF-kB luciferase reporter cells, luminescence; higher % means a stronger effect; inhibition, % at 4 µM; hits with a dose series show EC50 in µM; actives 1% (n = 290,000); in the data active = inhibition mostly above about 36%, no sharp cut-off; inactive = mostly below about 34%;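 note: HEK-293T reporter cells stimulated with the NOD1 agonist gamma-tri-DAP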
KOR beta-arrestin-2 = KOR agonists, beta-arrestin recruitment, primary screen, cell-based, luminescence, uHTS (AID 1777); Kappa-type opioid receptor (Homo sapiens); one-dose activation, % at 10 µM; EC50 in µM for titrated hits; actives 0.02% (n = 280,000); KOR beta-arrestin recruitment, luminescence; higher % means a stronger effect; in the data active = activation above about 50%, passing the limit was not always enough; note: a part of the inactive calls stands beside numbers as strong as those of hits
Dengue-2 NS5 capping = Dengue-2 NS5 methyltransferase inhibitors, primary screen, biochemical, confirmation dose response (AID 588689); Genome polyprotein (Dengue virus type 2 (strain 16681-PDK53)); Dengue-2 NS5 methyltransferase capping enzyme assay, biochemical; higher % means a stronger effect; one-dose inhibition, % at 25 µM; IC50 in µM for titrated hits; actives 0.3% (n = 340,000); in the data active = a potency from the dose series
GPR35 arrestin U2OS = GPR35 antagonists blocking zaprinast-driven arrestin recruitment, primary screen, imaging, U2OS, beta-arrestin-GFP, zaprinast agonist (AID 2058); G-protein coupled receptor 35 (Homo sapiens); U2OS GPR35 beta-arrestin-GFP translocation imaging, zaprinast antagonism; higher % means a stronger effect; one-dose inhibition, % at 10 µM; IC50 in µM for titrated hits; actives 0.052% (n = 290,000);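 active = inhibition of at least 50% with at least 30 cells and total cytoplasm GFP at most 10,000,000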
Dengue-2 NS5 capping pilot replicate = recorded beside Dengue-2 NS5 capping, whose call it bears; inhibition, %; measured here: pilot screen replicate inhibition
Active calls of the source: *; / = not tested or not shown; [ ] = another dose, or the depositor's remark.

SMILES	GPR55 antagonists	KOR beta-arrestin-1	West Nile virus CPE	HIV peptide binding	GPR55 activation	NOD1 inhibition	KOR beta-arrestin-2	Dengue-2 NS5 capping	GPR35 arrestin U2OS	others
O=C(CSc1nnc(Cc2cccs2)n1-c1ccccc1)NCc1ccc2c(c1)OCO2	11%	22%	-0.5%	-3.3%	-0.2%	-22%	1.9%	5%	4%
CCOC(=O)c1c(NC2=NS(=O)(=O)c3ccccc32)sc2c1CCC(C)C2 (centres undefined)	17%	-12%	-0.6%	0.6%	0.0%	-16%	0.0%	6%	-2%
Cc1ccc(NC(=O)C2CCCN(S(=O)(=O)c3cccnc3)C2)cc1C (centres undefined)	-21%	-55%	0.7%	0.3%	-0.2%	32%	8.1%	5%	-2%
CC(=O)Nc1ccc(NC(=O)C2CCCN2C(=O)Nc2ccc(F)c([N+](=O)[O-])c2)cc1 (centres undefined)	8%	-9%[20 µM]	1.0%	0.5%	0.2%	-18%	-11%	-2%	10%
CC(=O)N1c2ccccc2NC2=C(C(=O)CC(C)(C)C2)C1c1cccn1C (centres undefined)	-5%	20%	0.0%	2.3%	-0.3%	-29%	-5.2%	1%	-1%
C[N+]1(CC(O)COc2ccccc2)CCN(C(=O)c2ccc([N+](=O)[O-])cc2)CC1 (centres undefined)	2%	-5%	-0.4%	-1.9%	0.2%	-34%	1.9%	-5%	3%
COC(=O)c1sccc1NC(=O)CC1C(=O)NCCN1C(=O)c1ccc(C)c(C)c1 (centres undefined)	19%	3%	0.0%	-1.3%	0.0%	-5%	2.4%	6%	-5%
Cc1cccc(-c2nc3c(s2)CCc2onc(-c4ccc(Br)cc4)c2-3)c1	-9%	6%[20 µM]	-0.8%	1.8%	-0.2%	9%	-0.6%	-4%	-6%
CCOC(=O)CNC(=O)N1CCCC(CNS(=O)(=O)Cc2ccccc2)C1 (centres undefined)	2%	-4%	-0.3%	2.3%	0.1%	-28%	3.9%	-14%	9%
Cc1nnc(SCc2c(Cl)cccc2Cl)s1	22%	11%	-0.2%	-0.6%	-0.3%	/	0.2%	/	3%
CCn1cc(C(=O)NCc2cccc(F)c2)c(=O)c2cc(F)c(N3CCN(C(=O)c4ccco4)CC3)cc21	-1%	-51%	0.0%	-0.4%	0.3%	0%	2.9%	3%	8%
CCOC(=O)N1CCN(CC(=O)Nc2ccc(C)c(Br)c2)CC1	1%	-1%	/	1.6%	-0.2%	-19%	1.0%	2%	-5%
CC(CN1CCCC1)OC(=O)c1ccc(Cl)cc1 (centres undefined)	-3%	-5%	0.0%	-0.3%	-0.2%	-35%	-2.2%	1%	-5%	Dengue-2 NS5 capping pilot replicate=-3.3
COc1ccc(S(=O)(=O)CCC(=O)N2CCN(c3ccc(F)cc3)CC2)cc1	7%	15%	-0.7%	-0.7%	0.4%	7%	-4.0%	-4%	-9%
O=C(/C=C/c1ccc2c(c1)OCO2)NCCSCc1ccc(Cl)cc1Cl	8%	15%	/	1.2%	0.3%	16%	2.9%	-1%	8%
COC(=O)c1cn(-c2ccccc2)nc1-c1ccncc1	-7%	20%	-0.1%	2.9%	-0.1%	-24%	-1.7%	-1%	-14%
C=CCn1c(SCC(=O)Nc2nc(C)cs2)nnc1C(NC(=O)c1ccccc1)C(C)C (centres undefined)	-2%	0%	-0.3%	-0.5%	-0.1%	-43%	-2.4%	1%	-4%	Dengue-2 NS5 capping pilot replicate=2.7
C=CCn1c(SCC(=O)Nc2c(C)cccc2C)nnc1-c1cnccn1	12%	-8%	-0.4%	-1.1%	-0.4%	-7%	-0.9%	-4%	6%
COc1ccc(/C=C/C(=O)Nc2nc(C)cc(C)n2)cc1OC	3%	-15%	0.1%	-3.9%	-0.1%	12%	-2.7%	4%	8%
COc1ccc(CNC(=O)Cc2cccs2)cc1OC	5%	-16%	0.0%	-1.3%	-0.1%	12%	6.7%	0%	-17%
O=C(Nc1cccc(C(F)(F)F)c1)C1(c2ccccc2)CC1	-8%	36%	-0.8%	0.2%	1.5%	-14%	0.1%	-1%	-6%
Cc1cc(C)nc(NS(=O)(=O)c2ccc(Br)s2)c1	-2%	2%	0.2%	-3.6%	0.6%	37%	8.2%	-3%	8%
O=C(C1CCN(c2nnnn2-c2ccccc2)CC1)N1CCN(c2ccccc2)CC1	4%	26%	-1.0%	0.0%	-0.1%	-4%	-1.4%	7%	-4%
Cc1sc2nc(CSc3ccccc3)nc(NCCN(C)C)c2c1C	11%	-55%	0.0%	-1.0%	0.5%	-2%	6.3%	-1%	1%

4 records picked at random from the list so far, as already listed:
SMILES	GPR55 antagonists	KOR beta-arrestin-1	West Nile virus CPE	HIV peptide binding	GPR55 activation	NOD1 inhibition	KOR beta-arrestin-2	Dengue-2 NS5 capping	GPR35 arrestin U2OS	others
O=C(CSc1nnc(Cc2cccs2)n1-c1ccccc1)NCc1ccc2c(c1)OCO2	11%	22%	-0.5%	-3.3%	-0.2%	-22%	1.9%	5%	4%
O=C(Nc1cccc(C(F)(F)F)c1)C1(c2ccccc2)CC1	-8%	36%	-0.8%	0.2%	1.5%	-14%	0.1%	-1%	-6%
C=CCn1c(SCC(=O)Nc2c(C)cccc2C)nnc1-c1cnccn1	12%	-8%	-0.4%	-1.1%	-0.4%	-7%	-0.9%	-4%	6%
COC(=O)c1cn(-c2ccccc2)nc1-c1ccncc1	-7%	20%	-0.1%	2.9%	-0.1%	-24%	-1.7%	-1%	-14%

Next results
SMILES	GPR55 antagonists	KOR beta-arrestin-1	West Nile virus CPE	HIV peptide binding	GPR55 activation	NOD1 inhibition	KOR beta-arrestin-2	Dengue-2 NS5 capping	GPR35 arrestin U2OS	others
COc1ccccc1C(=O)OCCNC(=O)Cn1cnc2c1c(=O)n(C)c(=O)n2C	11%	/	1.2%	-0.4%	-0.7%	-27%	/	-1%	-14%
O=C(COc1ccc2c3c(c(=O)oc2c1)CCCC3)N1CCN(c2ccccc2)CC1	-1%	-28%	-0.1%	-1.0%	-0.2%	20%	-2.8%	-14%	11%
C=C(C)C(=O)Nc1cccc(C2=NOC3(C2)C[C@H](C(N)=O)N(C(=O)/C=C/C)C3)c1 (some centres undefined)	-5%	-1%	-0.3%	4.4%	-0.2%	-3%	-0.3%	4%	13%
CCOC(=O)C1=C(C)NC2=C(C(=O)CCC2)C1c1ccc(N(C)C)cc1 (centres undefined)	-1%	36%	-0.1%	-1.0%	0.3%	3%	-3.0%	2%	18%
CSc1cc(C)c(OCC(=O)Nc2ccc(NC(C)=O)cc2)c(C)c1	-6%	0%[20 µM]	-0.3%	1.3%	-0.1%	-6%	-4.6%	1%	6%
O=C(NCc1ccco1)/C(=C\c1ccco1)NC(=O)c1cccs1	-4%	-2%	-0.1%	10%	0.1%	-15%	0.7%	-4%	18%
CC1CCCCN1c1nc2nonc2nc1N1CCCCC1C (centres undefined)	10%	4%	-0.6%	-0.7%	0.4%	-16%	-4.2%	-5%	14%
CCn1c(=O)cc(NC2=NCC(C)CN2c2cccc(Cl)c2)n(C)c1=O (centres undefined)	-6%	39%	-0.5%	5.5%	0.7%	-19%	-5.0%	1%	5%	Dengue-2 NS5 capping pilot replicate=-5.6
CCn1cc([N+](=O)[O-])c(C(=O)Nc2nc(-c3ccc(C)cc3)c(C)s2)n1	11%	-20%	/	1.9%	-0.2%	3%	-0.6%	0%	-24%
Cc1ccc(C(=O)Nc2ncc3c(n2)CC(c2ccco2)CC3=O)cc1 (centres undefined)	9%	13%	0.5%	11%	0.3%	6%	1.5%	3%	-7%
COCC(=O)Nc1c(C(=O)Nc2ccc3c(c2)OCCO3)oc2ccccc12	2%	-21%	-0.5%	-0.4%	0.1%	-73%	-2.6%	-3%	-10%
COc1ccc(C2C(C#N)=C(N)OC(C(C)(C)C)=C2C#N)cc1OC (centres undefined)	-4%	1%	0.2%	-3.6%	-0.2%	-6%	-4.8%	-1%	19%
CN(Cc1ccnc2ccccc12)C(=O)C1CCC(=O)N(Cc2ccccc2F)C1 (centres undefined)	4%	18%	0.7%	-0.6%	-0.1%	-25%	-3.6%	-5%	-1%
O=C(Cn1cnc([N+](=O)[O-])n1)NCCc1ccccc1	0%	-3%	0.2%	-2.4%	-0.1%	-35%	/	/	18%
Cn1cc(CN2CCC(C(=O)N3CCCCC3)CC2)c(-c2ccccc2F)n1	-16%	-4%	0.2%	-0.7%	0.2%	42%	-0.4%	5%	-6%
N#Cc1c(-c2ccc(Cl)cc2)c2c([nH]c1=O)-c1ccccc1OC2	12%	28%	0.1%	16%	-0.2%	-8%	0.8%	4%	-14%
Cc1cc(O)c(/C=N/OCc2ccc(Cl)cc2Cl)c(=O)o1	8%	11%	0.2%	1.9%	0.2%	-11%	3.3%	1%	-3%
Cc1ccnc(N2CCCC(C(=O)Nc3cccc(C)c3C)C2)n1 (centres undefined)	-5%	17%	-0.8%	-0.3%	-0.1%	-4%	-2.3%	-14%	0%
CN1CCN(C(=O)c2ccccc2Nc2ccc(SC(F)F)cc2)CC1	-2%	-17%	0.1%	1.1%	-0.3%	-38%	1.7%	-6%	4%
O=C(NCCN1CCCC1)C(c1ccccc1)c1ccccc1	11%	11%[20 µM]	-0.5%	-2.5%	-0.2%	46%	-5.5%	-9%	2%
O=S(=O)(Nc1ccncc1)c1cc(Cl)ccc1Cl	1%	-25%	-0.1%	1.6%	-0.1%	-14%	-5.9%	-1%	6%
COc1cc(OC)cc(C(=O)N2CCN(c3ccccn3)CC2)c1	1%	-31%[20 µM]	-0.7%	1.7%	0.6%	-8%	-1.9%	-3%	12%
Cc1nnc(NC(=O)CSc2cn(Cc3ccccc3)c3ccccc23)s1	-10%	9%	-0.5%	2.8%	0.3%	-30%	-3.9%	4%	25%
Cc1ccc(C)c(NC(=O)Cc2nc(CNCC(C)C)cs2)c1	11%	-24%	-0.5%	-0.8%	0.1%	-12%	-2.1%	0%	3%
Cc1cc(C(=O)NCCCn2ccnc2)sc1-c1ccccc1	9%	24%	-0.8%	-0.6%	-0.1%	/	0.3%	0%	-10%
CCOc1ccc(CCNC(=O)COC(=O)C2CCN(S(=O)(=O)c3ccc(C)c(C)c3)CC2)cc1OCC	7%	-19%	-0.3%	1.6%	0.3%	-4%	9.1%	5%	6%
COc1ccc(C(=O)NCc2ccccc2OC)cc1	-9%	3%	-0.2%	2.8%	-0.3%	-38%	5.4%	1%	2%
CCN1C(=O)C(C(=O)c2ccccc2)SC1=S (centres undefined)	-1%	8%	-0.2%	-2.1%	-0.8%	11%	-4.0%	-5%	0%
O=C(CN1C(=O)COc2ccc(Cl)cc21)Nc1ccccn1	-12%	-24%[20 µM]	-0.4%	0.0%	-0.3%	-10%	-0.6%	-6%	1%
COCCN(C(=O)c1ccccc1OC)c1nnc(C)s1	1%	-4%[20 µM]	1.5%	-0.5%	-0.1%	-11%	-8.2%	-17%	-2%
COc1ccc(NC(=O)CCC2CCCC2)cc1OC	-11%	14%	0.2%	2.3%	-0.1%	1%	-0.6%	-6%	13%

Only part of the results is shown. The share of hits here may be higher or lower than overall.
